Screening data deposited in PubChem BioAssay by National Center for Advancing Translational Sciences (NCATS).
S3 lipid droplet – qHTS Assay for Lipid Storage Modulators in Drosophila S3 Cells; Drosophila S3 cells, BODIPY lipid droplet fluorescence, 18-24 h; cells fed with added oleic acid; lipid storage change, negative = inhibition, % at the top dose, mostly 46.1 µM; hits show Potency in µM; 0.64% of 320,000 active; AID 2685, 2010; active means well fitted inhibition curve with a large enough effect in the signal ratio, with a control signal flat, not every such curve was filed as active; inconclusive means small, poorly fitted or top-dose-only effect, or effect the other way, or a change in a side signal; the % refers to the signal ratio
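Drosophila S3 cells got compounds at several concentrations plus oleic acid (400 uM solution). Laser-scanning cytometry with 488 nm excitation read lipid droplets at 500-530 nm and cells at 575-640 nm. Percent activity was relative to 20 uM Triacsin C.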
S3 lipid droplet cell count max – second read-out of S3 lipid droplet, no call of its own (marks repeat the call); cell number change, %; measured here: cell count max response;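 cells counted by Cell Tracker Red CMTPX staining in the red channel; peak over a dose series mostly up to 46.1 µM; percent activity relative to internal control wells on each plate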
The depositor's hits bear a star; i = inactive; ? = inconclusive; · = no result given. On the % scale 0 is the no-effect control and ±100 the full control effect; potency means the concentration at half of the fitted maximal effect. This is a subset; count on the stated rates, not on these rows.

S3 lipid droplet cell count max	S3 lipid droplet	SMILES
·	?	N#C/C(=C\Nc1ccc2cn[nH]c2c1)c1nc(-c2ccc(Cl)cc2)cs1
-14	17%	COc1cccc2cc(C(=O)c3ccc([N+](=O)[O-])cc3)oc12
-12	0%	CC1Cc2nc(SCC(=O)Nc3ccc4c(c3)OCO4)n(-c3ccc(F)cc3)c(=O)c2S1 (stereo not given)
·	?	Cc1ccc(-n2nc(C)c(NS(=O)(=O)c3ccccc3)c2C)cc1C
·	?	CCN1CCN(C(=O)c2ccccc2N(Cc2ccccc2)S(=O)(=O)c2ccc(C)cc2)CC1
·	?	CCCCN=C(C)c1c(O)c2ccccc2oc1=O
·	?	CN(NS(C)(=O)=O)c1c(C#N)c(C(F)(F)F)nn1C
-4	9%	CCCn1c(SCC(=O)NC2CCCCC2C)n[nH]c1=O (stereo not given)
·	?	Cc1cccc(/C=N/NC(=O)c2ccc3c(c2)OCCO3)c1O
·	?	COc1ccc(OC)c(-c2csc(NC(=O)CSCc3c(C)noc3C)n2)c1
·	?	COc1ccc(CCN2C(=O)CC(Sc3ncccc3C(=O)O)C2=O)cc1OC (stereo not given)
11	17%	COc1cc(NC(=O)c2cc(-c3ccc4c(c3)OCO4)on2)cc(OC)c1OC
·	?	COCCNC(=O)C(OC(=O)C1=Cc2ccccc2OC1)C(C)C (stereo not given)
·	6%	CCOC(=O)C1CCCN(c2c(N3CCOCC3)c(=O)c2=O)C1 (stereo not given)
·	?	O=C(CCCCCn1c(=S)[nH]c2ccc(Br)cc2c1=O)NCC1CCCO1 (stereo not given)
·	?	O=C(CN1C(=O)c2ccccc2S1(=O)=O)NCCSCc1cccc(Cl)c1
·	?	COc1cccc(NC(=S)N(CCN(C)C)Cc2cccs2)c1
8	20%	CCN1C(=O)N(c2ccc(C(C)=O)cc2)S(=O)(=O)c2ccccc21
·	i	COc1ccccc1-c1ccc(SCC(=O)NCc2ccc3c(c2)OCO3)nn1
·	?	COc1ccc(OC)c(C2NC(=O)c3sc(=S)n(-c4ccccc4)c3N2)c1 (stereo not given)
·	?	O=C(CSc1nc(Nc2ccccc2)nc(N2CCOCC2)n1)Nc1cc(Cl)ccc1O
·	?	Cc1cccc(NC2=C(NCCO)C(=O)c3ccccc3C2=O)c1
·	?	N#Cc1cccc(C(c2nnnn2Cc2ccccc2)N2CCCC2)c1 (stereo not given)
·	?	O=C(CSc1ccc(-c2ccccc2)nn1)N1CCCc2ccccc21
-11	-2%	Cc1ccc(NC(=O)CCC(=O)O)cc1F
·	?	CCC(=O)NCCc1nc2cc(NC(=O)COc3ccccc3)ccc2n1C
·	?	Cc1cc(CNC(=O)COC(=O)c2ccc(Cl)c(N)c2)cc(C)c1O
1	15%	CCN1C(=O)N(C)[C@@H](c2ccccc2)C(C(=O)OC)=C1C
-7	4%	Cc1cccc(C=Nc2ccc3c4c(cccc24)CC3)c1O
0	-3%	O=C(Nc1ccc(Cl)cc1)c1csc(-c2ccncc2)n1

Other records.
S3 lipid droplet cell count max	S3 lipid droplet	SMILES
-22	-6%	CN(C)CCCNC(=O)c1cc(C(=O)C2CCCCC2)c[nH]1
·	?	CCC(=O)Nc1sc(C(=O)OC)c(C)c1C(=O)OC
·	?	CCN(CC)S(=O)(=O)c1ccc(S(=O)(=O)N2CCCC2C(=O)O)cc1 (stereo not given)
·	?	CCOc1ccc(C(=O)NCC(=O)OCC(=O)N2CCC(C)CC2)cc1
·	?	CCCCOc1ccc(/C=N/Nc2cc(N3CCOCC3)nc(C)n2)cc1
-6	1%	Cc1ccc(CSc2nnc(-c3ccc(NS(=O)(=O)c4ccccc4)cc3)o2)cc1
9	5%	O=C(NNC(=O)C1CCN(c2ncccn2)CC1)c1ccncc1
·	?	COc1ccc(-c2nc(C#N)c(N3CCOCC3)o2)cc1OC
-15	i	O=C(COc1cccc2cccnc12)N/N=C/c1cccn1-c1ccc(F)cc1
5	i	COc1ccc(N2CCN(CCCNC(=O)Cn3c(=O)c4cccn4c4cccnc43)CC2)cc1
·	i	c1ccc(Cc2nnc(-c3ccccc3)o2)cc1
-24	-10%	CCCCCCCC(=O)Nc1ccc(S(=O)(=O)Nc2nccs2)cc1
-7	0%	COc1ccc(N2CC(=O)N(c3ccccc3)C2=S)cc1
4	-7%	COc1ccc(C(=O)Nc2ccc(/C(C)=N/NC(=O)c3ccncc3)cc2)cc1
·	?	Cc1cc(=O)[nH]c(SCc2nc3ccc([N+](=O)[O-])cc3[nH]2)n1
9	i	COc1cc(C)c(S(=O)(=O)NCc2cccnc2)cc1C
·	?	Nc1cccc(S(=O)(=O)Nc2ccc(SC(F)F)cc2)c1
7	14%	CC(=O)c1cccc(N(CC(=O)Nc2cccnc2)S(C)(=O)=O)c1
23	12%	COc1cc([C@@H]2CC=C(C(=O)O)[C@H](c3cccc(Cl)c3)N2S(=O)(=O)c2ccc(C)cc2)cc(OC)c1OC
·	?	N#CC1=C(Nc2ccccc2)SC=C(c2ccc(Br)cc2)N=C1N1CCOCC1
·	?	Cc1ccc(Cn2ccc(O)c(Cc3ccccc3)c2=O)cc1
·	?	Cc1cc(C)cc(OCC(=O)NC2CCCc3ccccc32)c1 (stereo not given)
-8	-4%	O=C(Oc1ccccc1-c1nnco1)c1ccccc1
·	?	COc1ccc(-c2[nH]c(-c3ccc(C)cc3)nc2SCC(=O)NC2CCCC2)cc1
-8	-10%	Cc1ccc(C(=O)N(CN2CCCC2=O)c2ccccc2)cc1C
-15	-5%	COc1cc(/C=N\Nc2nc3ccccc3o2)cc(OC)c1OC
·	?	COc1cc(Br)cc(/C=C/c2ccc3cccc(O)c3n2)c1O
·	?	CC1CN(C(=S)NC(=O)C2CCCCC2)CC(C)O1 (stereo not given)
·	?	Cc1ncc(CN2CCC(C(=O)Nc3ccc(Oc4cccnc4)cc3)CC2)cn1
-21	-10%	O=C(CS(=O)(=O)c1cn(Cc2ccccc2Cl)c2ccccc12)N1CCOCC1

Whole records as entered above. Order of values: S3 lipid droplet cell count max, S3 lipid droplet
`COc1ccc(N2CC(=O)N(c3ccccc3)C2=S)cc1` in the list: -7, 0%
`Cc1ccc(CSc2nnc(-c3ccc(NS(=O)(=O)c4ccccc4)cc3)o2)cc1` in the list: -6, 1%

Additional results.
S3 lipid droplet cell count max	S3 lipid droplet	SMILES
·	?	CC(C)(CN=C1NS(=O)(=O)c2ccccc21)CNC(=O)CN1C(=O)c2ccccc2C1=O
·	?	CC(OC(=O)C1CCN(S(=O)(=O)c2ccccc2C(F)(F)F)CC1)C(=O)N(C)Cc1ccccc1 (stereo not given)
·	?	Cc1ccc(C(=O)CC(=O)c2cc(Cl)ccc2O)cc1
·	?	Cc1ccc(NC(=O)C(C)OC(=O)CCNS(=O)(=O)c2ccc(C)cc2)cc1 (stereo not given)
-9	-16%	Cn1c(=O)c2c(ncn2CCC(=O)N/N=C/c2ccccc2)n(C)c1=O
·	?	N#Cc1cccc(NC(=O)CNc2cc(S(=O)(=O)N3CCOCC3)ccc2N2CCCC2)c1
7	-10%	CC1C(=O)NN=C1C(=O)N/N=C\C(Br)=C\c1ccccc1 (stereo not given)
2	0%	Cc1cccc(-c2nc3sc(C)cc3c(=O)o2)c1
·	?	Cc1c(NC(=S)N2CCN(c3ccc(F)cc3)CC2)c(=O)n(-c2ccccc2)n1C
13	-9%	Cc1nn(CC(=O)OCC(=O)Nc2c(C(C)C)cccc2C(C)C)c(C)c1[N+](=O)[O-]
·	i	C=CCSc1n[nH]c(-c2ccccc2)n1
5	9%	CC(CCc1ccccc1)NC(=O)CN(C)Cc1ccccc1F (stereo not given)
·	?	Cc1ccc(-n2nc(CN3CCOCC3)c(-c3ccccc3)c2N)cc1Cl
·	?	Cc1cccc(-c2noc(CN(C(=O)/C=C/c3ccccc3Cl)C(C)C)n2)c1
·	?	O=[N+]([O-])c1ccc(/C=C/c2ccncc2)cc1
·	?	CCN(CC)S(=O)(=O)c1cccc(C(=O)N[C@H](C(=O)Nc2nc3ccc(F)cc3s2)C(C)C)c1
·	?	COc1ccc2c(c1)[nH]c(=O)c1sc3ccccc3c12
·	?	Cc1cc2nn(-c3ccccc3)nc2cc1NC(=O)c1cccs1
-3	-8%	CC(=O)C1=NOC(CNc2ncc(C(F)(F)F)cc2Cl)C1 (stereo not given)
·	?	CCOc1ccc(C(=O)Nc2cc(S(=O)(=O)Nc3ccccc3Cl)ccc2N2CCOCC2)cc1
·	?	CC(=O)Nc1cccc(NC(=O)CS(=O)(=O)c2cn(CC(=O)N(C(C)C)C(C)C)c3ccccc23)c1
·	?	Cc1nc2c(C(=O)N3CCCCC3)cnn2c(C)c1Cc1ccccc1F
·	?	O=S(=O)(c1ccc(Br)cc1)N1CCC(c2nc3ccccc3[nH]2)CC1
·	?	CCN1CCN(C(=O)CCNC(=O)Cn2cnc3ccccc3c2=O)CC1
-1	1%	CC1CCCCN1C(=O)Cn1nnc(-c2cccnc2)n1 (stereo not given)
·	i	CCCC(=O)Nc1cccc(NC(=O)c2ccccc2Br)c1
-21	-18%	COC(=O)C1=CN(C(C)C)C=C(C(=O)OC)C1c1cc(Br)c(OC)c(OC)c1
·	?	O=C(CCC(=O)OCC(=O)c1cccc([N+](=O)[O-])c1)Nc1ccccc1Cl
·	?	c1cc(-c2nsc(-c3ccncc3)n2)ccn1
·	?	CC(=O)Nc1cccc(NC(=O)CSc2nc(C)c(C)c(C)c2C#N)c1

Reprinted at random: 6 compounds from above
S3 lipid droplet cell count max	S3 lipid droplet	SMILES
·	?	CC(=O)Nc1cccc(NC(=O)CS(=O)(=O)c2cn(CC(=O)N(C(C)C)C(C)C)c3ccccc23)c1
-1	1%	CC1CCCCN1C(=O)Cn1nnc(-c2cccnc2)n1 (stereo not given)
·	?	O=C(CCC(=O)OCC(=O)c1cccc([N+](=O)[O-])c1)Nc1ccccc1Cl
·	?	O=[N+]([O-])c1ccc(/C=C/c2ccncc2)cc1
·	?	CC(OC(=O)C1CCN(S(=O)(=O)c2ccccc2C(F)(F)F)CC1)C(=O)N(C)Cc1ccccc1 (stereo not given)
-3	-8%	CC(=O)C1=NOC(CNc2ncc(C(F)(F)F)cc2Cl)C1 (stereo not given)

Another view of 3 compounds above.
Cc1c(NC(=S)N2CCN(c3ccc(F)cc3)CC2)c(=O)n(-c2ccccc2)n1C
  S3 lipid droplet cell count max: ·; S3 lipid droplet: ?

O=[N+]([O-])c1ccc(/C=C/c2ccncc2)cc1
  S3 lipid droplet cell count max: ·; S3 lipid droplet: ?

O=S(=O)(c1ccc(Br)cc1)N1CCC(c2nc3ccccc3[nH]2)CC1
  S3 lipid droplet cell count max: ·; S3 lipid droplet: ?

Next part.
S3 lipid droplet cell count max	S3 lipid droplet	SMILES
-2	-3%	COc1cc(S(=O)(=O)N(Cc2cccnc2)Cc2cccc(OC)c2OC)ccc1-n1cnnn1
·	?	Cc1nc(-c2nc(CC(=O)NNC(=O)c3ccc(Cl)cc3)cs2)cs1
10	3%	CCOC(=O)Cn1nc(-c2ccccc2)c2ccccc2c1=O
-10	17%	CCOc1ccc(NC(=O)CSc2nnc(C)n2CCCOC)cc1
·	?	COc1cc(NC(=O)[C@H]2CCCN2S(=O)(=O)c2cccc3cccnc23)cc(OC)c1OC
·	?	CCC(C)(C(=O)NC1CCCC1)N(C(=O)CNC(C)=O)c1ccc(C)cc1 (stereo not given)
·	?	COCCN(CC(=O)Nc1ccccc1C(F)(F)F)C(=O)c1ccc(-n2cccn2)cc1
11	7%	CN(CC(=O)N1CC(=O)N(CCc2ccccc2)C(=O)C1)S(=O)(=O)c1cccc2nsnc12
·	?	COc1cc(NC(=O)c2cc3c(=O)n(C)c4ccccc4c3n2C)cc(OC)c1OC
1	0%	COc1cccc(CNS(=O)(=O)c2ccc(S(=O)(=O)N3CCCC3)cc2)c1
·	?	COc1cc(NS(=O)(=O)c2ccc(NC(=S)NC(=O)c3ccc(F)cc3)cc2)nc(OC)n1
-3	3%	Cc1cc(C(F)F)nn1CC(=O)N1CCSCC1
·	?	COc1ccc(CNC(=S)NCc2ccc(F)cc2)cc1
·	?	CCOc1ccccc1N1CCN(C(=O)Nc2ccc(F)c(Cl)c2)CC1
·	?	Cc1cc(Cl)c(OCCCCN2CCOCC2)c(Br)c1
·	?	Cc1nc(Nc2nc(CSc3nc4ccccc4[nH]3)cc(=O)[nH]2)nc2ccccc12
-16	1%	CC(=O)N1N=C(c2cccs2)CC1c1cc2cc(C)ccc2nc1Cl (stereo not given)
·	?	CCOc1ccccc1N(CC(=O)Nc1cccnc1)S(=O)(=O)c1ccc(C)cc1
·	?	Cc1cccc(N=C2NC(=O)/C(=C/c3cccnc3)S2)c1
29	16%	COCC(=O)n1nc(-c2ccc(C)cc2)nc1NCc1ccc(F)cc1
·	?	CCOc1ccc(C(=O)NC(=S)Nc2ccccn2)cc1[N+](=O)[O-]
-21	2%	O=C(Nc1cccc2ccccc12)C1CCN(C(=O)Cc2ccccc2)CC1
·	?	COc1ccccc1CNCC(=O)Nc1ccc(C#N)cc1
-5	-9%	CCn1c(CCNC(=O)c2cccs2)nnc1SCC(=O)Nc1ccc(Cl)cc1
·	?	CCC(=O)NC(C)c1cc(Cl)c2cccnc2c1O (stereo not given)
·	?	O=C(O)CCCC(=O)N1CCc2cc(S(=O)(=O)NCc3ccccc3)ccc21
·	?	CCC(C)NC(=O)CCCc1ccccc1 (stereo not given)
·	?	CC(c1ccccc1)n1c(S(=O)(=O)O)nc2ccccc21 (stereo not given)
11	13%	O=[N+]([O-])c1ccc(-c2ncc(-c3ccc(Br)cc3)o2)cc1
